SENP1 inh: human SENP1 catalytic domain inhibitors, primary screen, biochemical, FRET, uHTS; recombinant SENP1 catalytic domain, CyPet-SUMO1-YPet FRET cleavage; inhibition, % at 10 µM; 0.21% of 360,000 active; AID 624204, 2012;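 active means inhibition at least 30% at 10 µM, raw YFP signal under a set limit, fluorescence ratio 0.5 to 1.5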;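 further: 0% = enzyme with DMSO and 100% = no enzyme wells; some results filed as inactive read as strong as hits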
Target sequence (Q9P0U3 419-644 limits assumed): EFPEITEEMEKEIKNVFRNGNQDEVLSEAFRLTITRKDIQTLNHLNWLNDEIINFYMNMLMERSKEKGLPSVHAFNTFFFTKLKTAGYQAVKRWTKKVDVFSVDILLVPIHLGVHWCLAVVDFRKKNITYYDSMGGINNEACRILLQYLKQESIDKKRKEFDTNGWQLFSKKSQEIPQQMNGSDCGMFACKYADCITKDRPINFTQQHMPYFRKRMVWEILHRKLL
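Compound: 10 µM single point, 0.5% DMSO; Test system: hSENP1 catalytic domain, recombinant; Timing: 50 min reaction at room temperature; Technique: FRET, CFP and YFP emission; Control set: no-enzyme wells low, DMSO-plus-enzyme wells high control.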
SENP6 inh: SENP6 protease inhibitors, primary screen, biochemical, luminescence, uHTS | Sentrin-specific protease 6 (Homo sapiens), Q9GZR1 | Recombinant SENP6 catalytic domain, aminoluciferin luminescence | inhibition, % at 10 µM | 1.8% of 330,000 active | AID 2599, 2010;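 active means inhibition above about 50% at the single tested dose, limit read from the data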;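 further: plate controls were DMSO wells with enzyme for no effect and DMSO wells lacking enzyme for full effect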
MPTP block: mitochondrial permeability transition pore inhibitors, primary screen, biochemical, isolated mouse mitochondria, absorbance. inhibition, % at 10 µM. 1.4% of 360,000 active. Ca2+ swelling absorbance, 30 min;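 active means inhibition of 50% or more, scaled per plate between neutral and stimulator controls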;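 further: 0% = DMSO wells given calcium and 100% = 1 mM EGTA wells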
PfG6PD inh: PfG6PD enzyme inhibitors, primary screen, biochemical, fluorescence intensity, uHTS | glucose-6-phosphate dehydrogenase-6-phosphogluconolactonase (Plasmodium falciparum 3D7) | PfGluPho enzyme, NADPH resazurin-diaphorase fluorescence | AID 504690, 2011 | 0.78% of 350,000 active | inhibition, % at 20 µM;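 active means inhibition reaching at least a set limit at 20 µM in the primary screen, cut at about 59% in these data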;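 further: 0% = DMSO wells with substrate and 100% = DMSO wells lacking glucose-6-phosphate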
SENP8 block: human SENP8 protease inhibitors, primary screen, biochemical, fluorescence, Nedd8 protein substrate, uHTS. Sentrin-specific protease 8 (Homo sapiens), Q96LD8. recombinant SENP8. inhibition, % at 20 µM. 0.64% of 360,000 active. AID 602440, 2012; in the data active means inhibition mostly above about 40%, no sharp cut-off; inactive means mostly below about 27%
Target sequence (Q96LD8 whole entry, looked up): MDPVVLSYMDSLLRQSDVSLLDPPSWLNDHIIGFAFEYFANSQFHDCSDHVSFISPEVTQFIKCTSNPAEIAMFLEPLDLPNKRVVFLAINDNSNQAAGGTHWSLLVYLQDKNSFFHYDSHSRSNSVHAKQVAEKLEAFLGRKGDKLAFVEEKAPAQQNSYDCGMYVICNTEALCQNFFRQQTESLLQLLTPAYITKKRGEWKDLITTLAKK
hIAP activ: human IAP activators, primary screen, biochemical, luminescence, uHTS; Intestinal-type alkaline phosphatase (Homo sapiens), P09923; purified human IAP, CDP-Star luminescence, 30 min; active compounds read high; 1 = vehicle-only enzyme, 0 = enzyme-free background; activation factor at 10 µM; 0.16% of 330,000 active; AID 2524, 2010;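 active means activation factor of the enzyme at least 2-fold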; further: the source names both 10 and 20 µM as test concentration; values of inactives mirror those of a sister screen read the other way
GRIN3A LBD mod: binders of NR3A ligand-binding domain, primary screen, biophysical, differential scanning fluorimetry, uHTS; Tm shift relative to glycine control, % at 25 µM; NR3A LBD differential scanning fluorimetry, Tm shift; 0% = protein alone, 100% = glycine-bound protein; Glutamate receptor ionotropic, NMDA 3A (GRIN3A) ligand-binding domain; AID 1259313, 2017; 2.5% of 340,000 active;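 active means melting temperature shift of at least 10% of the positive control shift, at one fixed dose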
ATG4B inh: ATG4B protease inhibitors, primary screen, biochemical, fluorescence, uHTS | ATG4B cleavage of LC3-PLA2, NBD-HPC fluorescence, 1 h | 0.51% of 340,000 active | inhibition, % at 8.33 µM | Cysteine protease ATG4B (Homo sapiens), Q9Y4P1; in the data active means inhibition above about 40%
Target sequence (Q9Y4P1 whole entry, looked up): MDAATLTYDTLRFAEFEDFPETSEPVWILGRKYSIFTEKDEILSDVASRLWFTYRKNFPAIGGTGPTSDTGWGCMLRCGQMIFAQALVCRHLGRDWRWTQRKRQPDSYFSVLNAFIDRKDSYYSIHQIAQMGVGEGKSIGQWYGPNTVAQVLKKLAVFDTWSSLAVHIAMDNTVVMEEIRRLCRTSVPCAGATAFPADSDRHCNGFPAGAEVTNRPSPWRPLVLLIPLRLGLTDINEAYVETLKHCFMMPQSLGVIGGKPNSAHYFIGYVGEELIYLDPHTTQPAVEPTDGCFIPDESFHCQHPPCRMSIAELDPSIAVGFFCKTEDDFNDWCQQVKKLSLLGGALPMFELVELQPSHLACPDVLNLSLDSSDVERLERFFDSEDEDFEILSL
* = called active by the depositor; . = not tested or not shown.

SMILES	SENP1 inh	SENP6 inh	MPTP block	PfG6PD inh	SENP8 block	hIAP activ	GRIN3A LBD mod	ATG4B inh
O=C(NCc1ccccc1)C(=O)Nc1cccc(C(=O)O)c1	0	93*	0.7	-13	23	1.1	-1	-5
COc1cccc(NC(=O)COC(=O)CNC(=O)C2CCCCC2)c1	1	-6	-2.8	-5	10	0.83	1	-4
COc1cc(NC(=O)CN2CCC(C(N)=O)(N3CCCCC3)CC2)c(OC)cc1Cl	2	-15	-0.9	-4	12	1.1	1	-2
N#CC1=C(N)C(C#N)(C#N)[C@H](c2cccnc2)[C@H]2CN(C(=O)OCc3ccccc3)CC=C12	-46	-3	0.3	-11	-131	0.92	2	2
O=C(Cn1cc([N+](=O)[O-])cn1)Nc1ccccn1	2	-17	-0.3	-3	3	1.1	-4	10
C/C(=N\NC(=O)CN1CCN(Cc2ccc(C)cc2)CC1)c1ccncc1	0	-12	1.5	0	6	0.99	2	0
COc1nc(N)c(S(=O)(=O)c2ccccc2C)cc1C#N	-166	3	-1.8	-3	-78	1	-3	0
Cc1c(OCC(F)(F)F)ccnc1CS(=O)c1nc2ccccc2[nH]1 (configuration not stated)	-2	-6	0.5	50	-186	1.1	3	-8
COc1cc(C(=O)Nc2nccs2)ccc1OCc1c(C)noc1C	1	-16	-2.4	-13	-47	1.1	-1	4
CCN1CCN(C(=O)Nc2ccccc2OC)CC1	2	-18	-0.8	-6	7	0.9	-2	-8
O=C(CNCc1ccc(F)cc1)Nc1ccc(C(=O)N2CCCCC2)cc1	0	-14	1.3	1	8	0.94	2	3
COc1ccc(CC(=O)NCc2ccccc2F)cc1S(=O)(=O)N1CCOCC1	4	.	-0.1	1	15	.	.	.
CCOc1ccc(NC(=O)CSc2nccn(-c3ccc4c(c3)OCCO4)c2=O)cc1	1	-16	-1.6	16	-250	0.92	1	-2
CCOC(=O)c1c2n(c3ccc(O)cc13)CCCCC2	1	-10	0.7	-14	-2	0.93	0	-12
CCCc1cc(=O)[nH]c(SCC(=O)N(CC(C)C)C2CCS(=O)(=O)C2)n1 (configuration not stated)	0	-19	-0.2	-6	7	1.2	-2	-10
O=C(O)Cc1ccc(N=Cc2c(O)ccc3ccccc23)cc1	-65	-14	-1.8	9	-28	1.1	1	-1
COc1ccc(Br)cc1CSC(=N)N	0	12	1.8	13	1	0.98	0	-5
NC(=S)N/N=C/c1ccc(Br)o1	0	-6	1.0	19	0	0.98	0	-9
Cc1ccc(C(=O)CCNc2cccc(Br)c2)o1	-10	-12	-3.4	8	-34	1.2	1	0
COc1ccc(NC(=O)c2cc(=O)[nH]c(=O)[nH]2)cc1S(=O)(=O)Nc1ccccc1Cl	1	10	1.6	-20	-4	1	1	3
O=C(CN1CCCCC1)N/N=C/c1ccc(Cl)cc1Cl	2	-6	0.6	-6	8	1.4	1	-5
O=C1CN(c2cc(Cl)cc(Cl)c2)C(=O)CN1/N=C/c1cccnc1	0	0	1.3	6	22	1.1	2	-5
COc1cc(-c2noc(-c3ccco3)n2)cc(OC)c1OC	1	-25	-0.1	14	17	1.2	1	-7
COc1ccc(Cl)cc1NC(=O)CN(C)C(=O)c1cccc2cccnc12	0	-7	-0.8	1	1	0.79	0	-2
COc1ccc(OC)c(NC(=O)CCNS(=O)(=O)c2cc(Br)cnc2N)c1	1	1	-3.2	9	-1	1.1	-1	-12
O=C(COC(=O)C1CC2C=CC1C2)NCc1ccccc1Cl (configuration not stated)	4	5	-0.2	-4	22	1	-2	27
CC1(c2ccccc2)NC(=O)N(CC(=O)Nc2ccc(S(N)(=O)=O)cc2)C1=O (configuration not stated)	-1	-3	-0.7	-11	8	1.2	0	-8
Cc1cc(NS(=O)(=O)c2ccc(NC(=O)c3ccc([N+](=O)[O-])c(Cl)c3)cc2)no1	2	-10	0.3	-19	6	1.1	-17	0
NC(=O)C(c1ccc(Br)cc1)c1ccc(C(=O)c2ccccc2)cc1 (configuration not stated)	-1	3	1.0	3	14	0.86	-15	-5
CC1(C)Cc2c(C#N)c(N3CCOCC3)nc(Cc3ccccc3)c2CO1	-3	4	2.0	-8	-412	0.87	-1	7
O=C(C[C@H]1C[C@H](C(=O)N2CCCCC2)[C@@]2(CCc3ccccc3)c3[nH]c4ccc(Cl)cc4c3CCN2C1=O)NCCN1CCOCC1	2	.	-1.4	17	-3	.	0	-11
O=C(C1CCC1)N1CCCc2cc(S(=O)(=O)N3CCN(c4ccccc4)CC3)ccc21	-2	9	0.8	-7	10	1.1	-5	0
CCCC(=O)N1CCCC(C(=O)c2ccc(OC)c(OC)c2)C1 (configuration not stated)	1	10	0.1	0	6	1.1	-1	3
Cc1[nH]n(-c2ccccc2)c(=O)c1/C=N/N(C)c1ccccc1	3	-4	-1.1	28	29	1.1	3	-3
CC1=C(c2ccccc2)C(O)(c2ccccc2)C(C)C1=O (configuration not stated)	2	.	1.2	0	0	.	-4	-3
COC(=O)[C@@]1(C)[C@H]2C(=O)N(C)C(=O)[C@H]2[C@H]2CN=C(SCc3ccccc3)N21	-1	.	-0.2	-1	-3	.	-1	4
Cc1ccc(S(=O)(=O)N2CCN(C)CC2)cc1[N+](=O)[O-]	0	6	0.0	13	7	0.78	0	9
CCS(=O)(=O)c1ccc(O)c(NC(=O)COc2ccccc2)c1	2	6	-1.3	-11	4	0.94	0	6
Cc1ccc(-n2c(P(C)(=O)O)nc3ccccc32)cc1	-1	5	-2.1	-1	14	1	-1	-4
CCC1(CC)Cc2ccccc2C(Nc2c(C)n(C)n(-c3ccccc3)c2=O)=N1	1	-1	-2.2	-8	12	1	0	0
O=C(NCc1ccco1)c1nc(-c2ccc(F)cc2)no1	1	-6	-1.2	-1	0	0.93	0	1
O=C(C1COc2ccccc2O1)N1CCN(c2nc3ccc([N+](=O)[O-])cc3s2)CC1 (configuration not stated)	-12	1	2.7	18	4	1.1	0	6
CSc1ccccc1NC(=O)C(C)N(C)CC(=O)N1CCN(Cc2ccccc2)CC1 (configuration not stated)	3	.	-2.0	0	5	.	1	-15
O=C(C1CCCN(S(=O)(=O)c2ccc(F)cc2)C1)N(Cc1cccs1)C1CC1 (configuration not stated)	0	10	-0.7	8	22	1	-1	-11
O=C1CCC[C@@H]2Cc3[nH]c4c(Cl)ccc(Cl)c4c3[C@@H]3CCN1[C@H]23	-1	20	2.7	12	10	0.97	-1	1
CCOC(=O)C1C(c2ccc(C(=O)O)cc2)NC(=O)NC1(O)C(F)(F)F (configuration not stated)	2	-20	-0.1	-8	2	1.1	-3	-8
O=[N+]([O-])c1cccc(COc2ccc(CN3CCOCC3)cc2)c1	2	.	-0.1	9	6	.	-5	-7
CCN(CC)CCNC(=O)CS(=O)Cc1nc(-c2ccc(Cl)cc2)oc1C (configuration not stated)	-2	-9	-1.0	-1	14	0.82	0	-4
CCN(CC)C(=O)c1cc(Cl)ccc1NC(=O)c1ccco1	3	2	0.4	-11	4	1	0	-7
OC(CNCC1COc2ccccc2O1)COc1ccc(Cl)cc1 (configuration not stated)	1	-11	2.3	-7	14	1.1	2	-11
O=C(CN1C(=O)COc2ccc(S(=O)(=O)N3CCCCC3)cc21)NCc1ccc(F)cc1	1	1	-0.2	-10	12	0.83	3	-3
O=C(O)c1ccc(S(=O)(=O)N(Cc2ccc(F)cc2)C2CCCCC2)cc1	1	-4	1.3	-48	-5	0.84	1	-5
CC(=O)N1CCc2cc(C(=O)CN3CCN(c4ccccc4F)CC3)ccc21	-2	-18	-0.5	1	-8	1	3	-21
COc1ccccc1CCNC(=O)CCSc1nc(-c2ccco2)cc(C(F)(F)F)n1	-4	0	1.7	2	-23	1.2	-3	14
COc1ccccc1NC(=S)N1CCC(NC(=O)C23CC4CC(CC(C4)C2)C3)CC1	3	-18	-0.7	-2	13	1	0	-1
COc1ccc(NS(=O)(=O)c2cc(NC(=O)COc3ccccc3)ccc2N2CCOCC2)cc1	0	9	-1.1	12	18	0.99	-4	-10
COc1cccc(CNS(=O)(=O)c2csc(C(N)=O)c2)c1	-2	9	-1.1	10	4	0.87	3	-4
CNC(=S)N1CCn2cccc2C1c1cc(OC)c(OC)c(OC)c1 (configuration not stated)	-3	-1	0.2	3	-1	1	-1	5
COc1ccc2nc(NC(=O)C(NS(=O)(=O)c3cccc4nsnc34)C(C)C)sc2c1 (configuration not stated)	2	-4	-1.4	17	4	1	2	-10
CCOc1cc(N2CCOCC2)c(OCC)cc1NC(=O)COC(=O)c1ccccc1OC(F)F	0	-9	2.7	6	3	0.84	0	0

Of the compounds above, 2 contain a thiophene ring, fused or not:
SMILES	SENP1 inh	SENP6 inh	MPTP block	PfG6PD inh	SENP8 block	hIAP activ	GRIN3A LBD mod	ATG4B inh
O=C(C1CCCN(S(=O)(=O)c2ccc(F)cc2)C1)N(Cc1cccs1)C1CC1 (configuration not stated)	0	10	-0.7	8	22	1	-1	-11
COc1cccc(CNS(=O)(=O)c2csc(C(N)=O)c2)c1	-2	9	-1.1	10	4	0.87	3	-4

14 entries out of the list, arranged by number of heavy atoms, lowest first:
SMILES	SENP1 inh	SENP6 inh	MPTP block	PfG6PD inh	SENP8 block	hIAP activ	GRIN3A LBD mod	ATG4B inh
Cc1ccc(C(=O)CCNc2cccc(Br)c2)o1	-10	-12	-3.4	8	-34	1.2	1	0
CCN1CCN(C(=O)Nc2ccccc2OC)CC1	2	-18	-0.8	-6	7	0.9	-2	-8
O=C(CN1CCCCC1)N/N=C/c1ccc(Cl)cc1Cl	2	-6	0.6	-6	8	1.4	1	-5
O=C(NCc1ccco1)c1nc(-c2ccc(F)cc2)no1	1	-6	-1.2	-1	0	0.93	0	1
CCS(=O)(=O)c1ccc(O)c(NC(=O)COc2ccccc2)c1	2	6	-1.3	-11	4	0.94	0	6
O=C1CN(c2cc(Cl)cc(Cl)c2)C(=O)CN1/N=C/c1cccnc1	0	0	1.3	6	22	1.1	2	-5
CNC(=S)N1CCn2cccc2C1c1cc(OC)c(OC)c(OC)c1 (configuration not stated)	-3	-1	0.2	3	-1	1	-1	5
COc1ccc(OC)c(NC(=O)CCNS(=O)(=O)c2cc(Br)cnc2N)c1	1	1	-3.2	9	-1	1.1	-1	-12
CC1(c2ccccc2)NC(=O)N(CC(=O)Nc2ccc(S(N)(=O)=O)cc2)C1=O (configuration not stated)	-1	-3	-0.7	-11	8	1.2	0	-8
CCC1(CC)Cc2ccccc2C(Nc2c(C)n(C)n(-c3ccccc3)c2=O)=N1	1	-1	-2.2	-8	12	1	0	0
COc1ccc2nc(NC(=O)C(NS(=O)(=O)c3cccc4nsnc34)C(C)C)sc2c1 (configuration not stated)	2	-4	-1.4	17	4	1	2	-10
N#CC1=C(N)C(C#N)(C#N)[C@H](c2cccnc2)[C@H]2CN(C(=O)OCc3ccccc3)CC=C12	-46	-3	0.3	-11	-131	0.92	2	2
CCOc1cc(N2CCOCC2)c(OCC)cc1NC(=O)COC(=O)c1ccccc1OC(F)F	0	-9	2.7	6	3	0.84	0	0
O=C(C[C@H]1C[C@H](C(=O)N2CCCCC2)[C@@]2(CCc3ccccc3)c3[nH]c4ccc(Cl)cc4c3CCN2C1=O)NCCN1CCOCC1	2	.	-1.4	17	-3	.	0	-11

From PubChem
